KDM5B inhibitor = inhibitors of human KDM5B histone demethylase. Potency, µM (highest dose often 57.7 µM), inactives show at the highest dose activity change, negative = inhibition, usual class: inhibitors. KDM5B demethylase, FDH-coupled NADH fluorescence (FDH is formaldehyde dehydrogenase). Q9UGL1. AID 1347165. 220,000 compounds, 2.6% hits; active means well fitted inhibition curve with a large enough effect; inconclusive means small, poorly fitted or top-dose-only effect; inactive means no such curve, though single readings can be large or run the other way; further: 0% is about no effect; nearly all actives have a fitted effect of over 70% in size
Target sequence (Q9UGL1 whole entry, looked up): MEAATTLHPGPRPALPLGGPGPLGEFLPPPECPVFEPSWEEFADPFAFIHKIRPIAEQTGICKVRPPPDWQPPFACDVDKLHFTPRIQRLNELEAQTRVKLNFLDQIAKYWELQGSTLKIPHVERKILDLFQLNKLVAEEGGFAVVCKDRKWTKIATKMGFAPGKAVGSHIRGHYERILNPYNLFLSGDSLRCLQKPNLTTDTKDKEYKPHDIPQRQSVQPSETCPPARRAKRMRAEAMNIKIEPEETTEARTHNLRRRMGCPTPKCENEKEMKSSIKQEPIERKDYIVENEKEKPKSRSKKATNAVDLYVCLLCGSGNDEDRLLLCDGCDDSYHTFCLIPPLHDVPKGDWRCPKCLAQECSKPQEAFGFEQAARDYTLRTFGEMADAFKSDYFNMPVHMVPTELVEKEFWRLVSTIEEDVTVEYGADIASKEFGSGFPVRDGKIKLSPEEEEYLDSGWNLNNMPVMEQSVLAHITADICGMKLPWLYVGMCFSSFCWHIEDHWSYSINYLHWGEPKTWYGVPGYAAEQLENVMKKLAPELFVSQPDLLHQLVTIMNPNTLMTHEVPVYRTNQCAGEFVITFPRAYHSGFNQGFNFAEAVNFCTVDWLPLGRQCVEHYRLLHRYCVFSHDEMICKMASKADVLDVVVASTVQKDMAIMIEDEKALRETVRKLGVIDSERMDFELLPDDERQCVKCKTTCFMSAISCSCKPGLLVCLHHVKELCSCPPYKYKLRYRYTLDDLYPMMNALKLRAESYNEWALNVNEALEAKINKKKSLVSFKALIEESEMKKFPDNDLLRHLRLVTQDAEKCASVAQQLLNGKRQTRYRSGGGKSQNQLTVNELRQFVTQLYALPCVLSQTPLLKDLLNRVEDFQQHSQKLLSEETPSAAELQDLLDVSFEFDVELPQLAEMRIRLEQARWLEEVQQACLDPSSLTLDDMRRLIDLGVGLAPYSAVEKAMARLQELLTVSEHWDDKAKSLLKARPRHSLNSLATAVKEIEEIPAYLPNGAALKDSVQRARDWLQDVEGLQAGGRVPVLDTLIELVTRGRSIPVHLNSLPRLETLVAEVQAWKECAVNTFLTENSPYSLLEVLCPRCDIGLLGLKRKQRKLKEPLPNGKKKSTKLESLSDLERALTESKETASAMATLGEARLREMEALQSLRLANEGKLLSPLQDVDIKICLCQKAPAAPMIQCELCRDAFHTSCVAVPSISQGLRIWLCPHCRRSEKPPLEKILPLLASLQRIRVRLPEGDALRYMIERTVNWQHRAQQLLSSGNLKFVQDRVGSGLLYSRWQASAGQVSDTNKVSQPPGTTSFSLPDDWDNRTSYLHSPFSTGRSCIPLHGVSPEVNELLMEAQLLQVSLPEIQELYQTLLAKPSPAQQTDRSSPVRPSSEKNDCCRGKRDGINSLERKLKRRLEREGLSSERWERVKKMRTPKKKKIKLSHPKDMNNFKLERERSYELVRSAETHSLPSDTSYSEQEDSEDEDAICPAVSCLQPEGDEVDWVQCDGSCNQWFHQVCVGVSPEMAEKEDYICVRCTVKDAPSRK
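Measured: NADH fluorescence change, 30 min, RT. System: KDM5BΔAP 200 nM final, H3K4me3 peptide, α-KG, Fe(II), ascorbate, NAD⁺ plus FDH, pH 7.5 HEPES. Compounds: titrated, 10 min pre-incubation with enzyme.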
* marks the source's active call; other numbers are inactive results; ? = inconclusive; [ ] = remark or other dose. Potency means the concentration at half of the fitted maximal effect.

SMILES	KDM5B inhibitor
O=C(NC1CC(=O)N(c2cccc(F)c2)C1)c1ccc(Br)o1 (centres undefined)	8%
Cc1ccsc1C(=O)NCCSC1CCCC1	-8%
Cc1onc(-c2c(F)cccc2Cl)c1C(=O)Nc1sc2c(c1C(N)=O)CCC2	398%[activator]
CCCC12CN(C(=O)c3ccccc3)CC(C)(CN(C(=O)c3ccccc3)C1)C2=O	20%
C[S+](=O)([O-])CCn1ncc2cc(OCc3cccc(-c4cccc(O)c4)c3)ccc21	?
Cn1c(=O)c2ccnn2c2ccc(C(=O)NCC3CCN(Cc4ccccc4F)CC3)cc21	32µM*
CCCNC(=O)N(C1CCOCC1)C1CCN(S(=O)(=O)c2ccc(F)cc2)CC1	-10%
COc1ccc2c(c1)OCC(CNC(=O)c1ccc(C(C)C)n(C)c1=O)C2 (centres undefined)	?
CC(C)CCN(C)C(C)c1cccs1 (centres undefined)	-12%[115 µM]
CCNC(=O)N1C[C@@H]2OCC(=O)N(Cc3ccc(OC)cc3)[C@@H]2C1	27%[86.2 µM]
CC(=O)c1ccc(NC(=O)COc2ccccc2-c2nc(-c3ccccc3)no2)cc1	-18%
O=C(NCc1ccc(-n2cccn2)cc1)c1cc(F)ccc1Br	13%
COc1ccccc1C(=O)Nn1c(-c2ccc(F)cc2)nc2ccccc2c1=O	18%
COc1ccc2c(c1)CCC/C2=N\OC(=O)c1cc(SC)ccc1Cl	-27%
C[S+](=O)([O-])N1Cc2ccccc2CC2(CCCN(CC3CCNCC3)C2)C1 (centres undefined)	-11%[115 µM]
O=C(c1ccc(N2CC3CC(C2)[C@H]2CCCC(=O)N2C3)nc1)N1CCN(c2ccc(Cl)cc2)CC1 (some centres undefined)	?
Cc1ccc(-c2nsc(NC(=O)c3oc4cc(C)c(Cl)cc4c3C)n2)cc1	-4%
COc1ccc(NC(=O)Cn2c(=O)oc3cc(Cl)ccc32)c(OC)c1	3%
CCc1nc2c(c(-c3ccc(O)cc3)n1)CCN(Cc1ccc(C)cc1)CC2	-16%
CCN(CC)C(=O)c1ccc2c(c1)N(Cc1c(F)cccc1Cl)C(=O)c1ccccc1S2	-13%
O=C(Nc1noc2ccccc12)c1cccc(Cl)c1Cl	2%
COCCOC1CCOC2(CCN(C(=O)c3cc(F)ccc3F)CC2)C1 (centres undefined)	-9%
c1ccc(CNc2nc3ccccc3c3nc(-c4ccccc4)nn23)cc1	-7%
Cc1nc(-c2cccs2)c(CC(=O)NC(C)c2cccc3ccccc23)s1 (centres undefined)	5%
COCCOc1ccc(C(F)(F)F)cc1NC(=O)COC(=O)C12CC3CC(CC(O)(C3)C1)C2	37%[activator]

16 structures already listed, arranged by molecular weight, high to low.
SMILES	KDM5B inhibitor
O=C(c1ccc(N2CC3CC(C2)[C@H]2CCCC(=O)N2C3)nc1)N1CCN(c2ccc(Cl)cc2)CC1 (some centres undefined)	?
COCCOc1ccc(C(F)(F)F)cc1NC(=O)COC(=O)C12CC3CC(CC(O)(C3)C1)C2	37%[activator]
CCN(CC)C(=O)c1ccc2c(c1)N(Cc1c(F)cccc1Cl)C(=O)c1ccccc1S2	-13%
Cn1c(=O)c2ccnn2c2ccc(C(=O)NCC3CCN(Cc4ccccc4F)CC3)cc21	32µM*
Cc1onc(-c2c(F)cccc2Cl)c1C(=O)Nc1sc2c(c1C(N)=O)CCC2	398%[activator]
CC(=O)c1ccc(NC(=O)COc2ccccc2-c2nc(-c3ccccc3)no2)cc1	-18%
CCCC12CN(C(=O)c3ccccc3)CC(C)(CN(C(=O)c3ccccc3)C1)C2=O	20%
Cc1nc(-c2cccs2)c(CC(=O)NC(C)c2cccc3ccccc23)s1 (centres undefined)	5%
C[S+](=O)([O-])N1Cc2ccccc2CC2(CCCN(CC3CCNCC3)C2)C1 (centres undefined)	-11%[115 µM]
COc1ccccc1C(=O)Nn1c(-c2ccc(F)cc2)nc2ccccc2c1=O	18%
CCc1nc2c(c(-c3ccc(O)cc3)n1)CCN(Cc1ccc(C)cc1)CC2	-16%
O=C(NC1CC(=O)N(c2cccc(F)c2)C1)c1ccc(Br)o1 (centres undefined)	8%
c1ccc(CNc2nc3ccccc3c3nc(-c4ccccc4)nn23)cc1	-7%
CCNC(=O)N1C[C@@H]2OCC(=O)N(Cc3ccc(OC)cc3)[C@@H]2C1	27%[86.2 µM]
O=C(Nc1noc2ccccc12)c1cccc(Cl)c1Cl	2%
Cc1ccsc1C(=O)NCCSC1CCCC1	-8%

Carrying on:
SMILES	KDM5B inhibitor
Cc1ccc(Cn2cc(S(=O)(=O)c3cccc(C)c3)c(=O)c3cc(F)c(N4CCOCC4)cc32)cc1	?
Cc1occc1C(=O)N1C[C@@H](C(=O)O)C[C@H](C(=O)NCc2ccccn2)C1	14%
C#CCN(C)Cc1nc(C2(O)CCN(C(=O)c3cccc(F)c3)CC2)cs1	23%[86.2 µM]
Cc1ccc(C2=C(O)C(=O)N(Cc3ccccc3)C2c2cccc(F)c2)cc1 (centres undefined)	10%
Cc1sc(N2CCCC2)nc1-c1ccc(NS(C)(=O)=O)cc1	-20%
COc1ccc(C(=O)c2cn(Cc3ccc(F)cc3)c3ccc(C)cc3c2=O)cc1	-10%
C/C=C/Cn1c(SCCCCC)nc2c1c(=O)[nH]c(=O)n2C	4%
CC(C)c1noc(CN2CCN(c3oc(-c4ccco4)nc3C#N)CC2)n1	?
CN1CC(=O)N(C2CCCNCC2)Cc2c(NCCN3CCOCC3)ncnc21 (centres undefined)	?
CC(=O)Nc1ccc2nc(SCc3ccccc3)sc2c1	-27%
O=C(NCc1nnc2n1C(C(=O)N1CCN(c3ncccn3)CC1)CC2)Nc1cccnc1 (centres undefined)	?
O=C(Nc1ccc2oc(-c3cccc4c(Br)cccc34)nc2c1)c1cccc(Cl)c1	-26%
CC(=O)/C(C#N)=C1\NC(=O)C(Cc2ccccc2C)S1 (centres undefined)	?
CC(NC(=O)c1n[nH]c(=O)c2ccccc12)c1cccc2ccccc12 (centres undefined)	12%
CCCOc1ccc(C(=O)Nc2cccc(NC(=O)c3ccc(Cl)cc3Cl)c2)cc1	-10%
Cc1ccc(NC(=O)Cn2c(=O)c(-c3noc(C)n3)c3n(c2=O)CCCC3)c(Cl)c1	-8%
CCn1nc(C)c(CCN(C)C(=O)Cn2nc3n(c2=O)CCC(N)CC3)c1C (centres undefined)	?
CC(C)N1CC2(C1)C(=O)N(CCCN1CCCC1=O)C(=O)[C@@H]1C[C@@H](O)CN12	-2%[86.2 µM]
COc1ccccc1NC(=O)Cc1nnc(SCC(=O)NC2=NCCS2)n1C	23%
Cc1cc(NS(=O)(=O)c2ccc(NC(=O)c3cc4ccccc4o3)cc2)nc(C)n1	-12%
CCOC(=O)c1c(C)n(-c2ccccc2)c2ccc(OC(=O)c3cccc(OC)c3OC)cc12	?
Cc1ccc(C)c(OCC(=O)Nc2sc3c(c2C#N)CCCC3)c1C	-13%
CCn1nc(C)c(CNC(=O)C(c2ccc(F)cc2)N(C)C)c1C (centres undefined)	-2%
Cc1c(CC(=O)N2CCOCC2)c2c(n1Cc1ccccc1F)CCCC2=O	-14%
O=C1CCSc2ccc(S(=O)(=O)Nc3cccc(C(F)(F)F)c3)cc2N1	16%

Additional records
SMILES	KDM5B inhibitor
Cc1nn(-c2ccccc2)c2sc(C(=O)Nc3ccc(Cl)cc3Cl)cc12	5%
O=[S+]1([O-])NCC2(CCCN(Cc3ccc(C(F)(F)F)cc3)C2)Nc2ccccc21 (centres undefined)	-6%
CCCCS(=O)(=O)c1oc(-c2cccs2)nc1S(=O)(=O)c1ccccc1	?
Cn1c(=O)c2c(nc(N3CCOCC3)n2CC(O)COc2ccc(Cl)cc2)n(C)c1=O (centres undefined)	26%
COCCCNC(=O)c1cc(C)nc2onc(C3CCCNC3)c12 (centres undefined)	?
COc1cc(/C=C/C(=O)c2ccc3c(c2)OCO3)cc(Cl)c1O	-14%
CCn1c(CN2CCOCC2)nnc1SCC(=O)Nc1ccccc1C	-29%
COc1cccc(C(=O)N2CCCC(Cc3noc(-c4ccncc4)n3)C2)c1 (centres undefined)	10%
O=C(CCC(=O)c1ccc(Cl)cc1)OCC(=O)c1ccc([N+](=O)[O-])cc1	-8%
CC(NC(=O)CC1C=CCC1)c1ccc(Cl)c(Cl)c1 (centres undefined)	12%
Cc1ccc2nc(N3CCN(c4cccc(C)c4C)CC3)c3nncn3c2c1	-24%
COCCc1noc(CN(C)c2cc(C3CC(O)C3)nc(C)n2)n1 (centres undefined)	58%[activator]
Cc1c(CNC2CCCCC2)c(C(=O)O)c(C)n1Cc1cccc(Cl)c1	-21%
CCOc1ccc(-n2c(=O)c3ccccc3c3ccccc3c2=O)cc1	-7%
CCc1nc(C)ccc1O	?
CCC1(c2ccc(NC(=O)c3cc(OC)c(OC)c(OC)c3)cc2)CCC(=O)NC1=O (centres undefined)	13%
CCCCC(Sc1nc2cc3c(cc2c(=O)n1CCCC(=O)NCc1ccc2c(c1)OCO2)OCO3)C(=O)OCC (centres undefined)	10%
COc1cccc2c1Oc1ncccc1N(C(=O)Nc1ccc(F)c(Cl)c1)C2	?
COc1ccc(CCNC(=O)CCCn2c(=O)c3cccn3c3ccccc32)cc1OC	-23%
CCOC(=O)c1c(NC(=O)c2nc(S(C)(=O)=O)ncc2Cl)sc(C(C)=O)c1C	?
CN(C1CCSCC1)C1CCc2nn(C)c(=O)n2CC1 (centres undefined)	-14%
CCOC(=O)C(=O)Nc1ccccc1OC	33%[activator]
Cc1ccccc1CSc1nnc(CCCCCNC(=O)OC(C)(C)C)o1	11%
COc1ccc(-c2nc(CSCC(=O)N3CCc4ccccc43)co2)cc1	18%
Cc1ccc(S(=O)(=O)NNC(=S)NCCc2ccccc2)cc1	-10%

(further entries)
SMILES	KDM5B inhibitor
CC1(CNCc2ccccc2)COc2ccc(C(=O)Nc3cccc(Cl)c3)cc2N1 (centres undefined)	?
COc1cc(C2CC(=O)Nc3nc(-c4ccccc4)[nH]c(=O)c32)ccc1OCc1ccc(F)cc1 (centres undefined)	1%
Cc1c(Cl)cccc1NC(=S)NCCSc1ccc(Cl)cc1	-4%
CCn1cnc2c1c(=O)n(CC(=O)NCC(C)(C)N1CCOCC1)c(=O)n2Cc1ccccc1	20%
COc1ccc(CCc2nc3nccc(-c4ccccn4)n3n2)cc1	-5%
Cc1cc(OCc2nnc(SCc3cc(=O)c4cc(C(N)=O)ccc4[nH]3)n2C)cc(C)c1Cl	2%
C=CCOc1ccc2c(=O)c(Oc3cccc(C)c3)c(C(F)(F)F)oc2c1	0%
O=C(CCNC(=O)c1ccco1)NCCc1ccc(Cl)cc1	18%
COCCNC(=O)C1(C)CCc2cnc(Nc3ccccc3)nc21 (centres undefined)	-13%[86.2 µM]
COc1ccc(-c2ccc(CCC(=O)O)n2CC(=O)Nc2cccc(C(F)(F)F)c2)cc1	?
CCNc1ccc(-c2nc(-c3ccncc3)no2)cc1[N+](=O)[O-]	-63%
O=C(COc1ccc(F)cc1)N1CC(Oc2ccc(-c3nc(-c4ccccc4)no3)cc2)C1	?
N#Cc1ccc(C(=O)N2CCCCCCNC(=O)CC2)cc1	-7%
COCCn1c(=O)c2c(n1Cc1ccccc1)CN(Cc1ccc3[nH]ccc3c1)CC2	?
CC(C)(C)OC(=O)N1CC(Nc2ccccc2O)C1	100µM*
CCOc1ccc(N(CC)S(=O)(=O)N2CCCC(C(=O)NCc3ccc(SC)cc3)C2)cc1 (centres undefined)	-22%
O=C(c1ccc(Cl)nc1)N1CCC(Cc2ccccc2)CC1	19%
COC(=O)c1sc(NC(=O)C2c3ccccc3Oc3ccccc32)c(C#N)c1C	?
Cc1ccsc1C(=O)N1CCCC(c2noc(COc3ccccc3F)n2)C1 (centres undefined)	6%
CCCNC(=O)C(C)Sc1nc(CCC)cc(=O)[nH]1 (centres undefined)	24%
CC(CNS(=O)(=O)c1ccccc1)Sc1ncccn1 (centres undefined)	7%
Cc1nc2c(c(-c3ccc(Cl)cc3)n1)CCN(C(=O)c1ccccc1F)CC2	-13%
Clc1ccc(-c2nc(CSc3nncc4ccccc34)no2)cc1	9%
CCOc1cccc(CN2C[C@@H]3C(=O)N(Cc4ccc5c(c4)OCO5)C(=O)[C@@H]3C2)c1	22%
O=C(c1ccoc1)N1CCN(c2nnc3ccccn23)CC1	32µM*

Remaining list, next part:
SMILES	KDM5B inhibitor
COc1cc(CN(C(=O)COc2ccc(Cl)cc2)c2ccccn2)cc(OC)c1OC	?
CC(=O)N1CCN(C(=O)c2ccc(-c3ncc4cnc(-c5cccc(F)c5)cn34)cc2)CC1	?
Cn1cc(CN2C[C@@H]3C[C@H](C2)c2ccc(NC(=O)c4cccs4)c(=O)n2C3)c2ccccc21	25µM*
CN(C)C(=O)c1cccnc1CCC1COc2ccccc2O1 (centres undefined)	56%[activator]
COc1ccc(N2CCN(C(=O)c3cc(-c4cc(OC)ccc4OC)nc4ccccc34)CC2)cc1	-3%
N#Cc1cc2c(nc1N1CCN(C(C(=O)O)c3c[nH]c4ccc(Cl)cc34)CC1)CCCC2 (centres undefined)	?
CC(C)CC1=NC2(CCN(C(=O)c3cccc(N(C)C)c3)CC2)C(=O)N1	-2%
CC(C)Sc1nc(SCC(=O)O)c2c3c(sc2n1)COC(C)(C)C3	?
Cc1cc(CN(C)C(C)c2cccs2)no1 (centres undefined)	-6%[86.2 µM]
CC(C)C(C(=O)NCc1ccccc1)N(CC1CCCO1)C(=O)CNS(=O)(=O)c1ccccc1 (centres undefined)	22%
CC1=C(NC(=O)c2ccc(Cl)cc2)C(c2c[nH]c3ccccc23)n2ncnc2N1 (centres undefined)	10%
CC(NC(=O)C1(c2cccs2)CCOCC1)c1ccccc1 (centres undefined)	-18%

Three structures from above, ordered by formula weight, highest first:
SMILES	KDM5B inhibitor
COc1cc(CN(C(=O)COc2ccc(Cl)cc2)c2ccccn2)cc(OC)c1OC	?
CC1=C(NC(=O)c2ccc(Cl)cc2)C(c2c[nH]c3ccccc23)n2ncnc2N1 (centres undefined)	10%
CC(C)CC1=NC2(CCN(C(=O)c3cccc(N(C)C)c3)CC2)C(=O)N1	-2%

The list is partial; rates above refer to the full screens.
